Screening results from PubChem BioAssay.
A350 autofl: A350 region autofluorescence. Compound autofluorescence, 340/450 nm, Alexa 350 dye-equivalents; hits give high values. max dye-equivalent concentration, M. hit rate 11% among 59,000; in the data active = max dye-equivalent concentration above about 10 nM; inconclusive = mostly about 1.1 nM to 9.6 nM
Ub-GFP proteasome: ubiquitin-GFP accumulation via proteasome inhibition. Ubiquitin-GFP reporter cells, proteasome inhibition, GFP fluorescence; response scale: untreated = 0%, 10 µM MG-132 = 100%. Potency, µM (series often up to 45.9 µM), for inactives: top-dose activation (GFP accumulation), most hits filed as activators. 67,000 tested, under 10 active; active = well fitted activation curve with a large enough effect, not every such curve was filed as active; inconclusive = small, poorly fitted or top-dose-only effect, or another doubt; inactive = no such curve, though single readings can be large or run the other way; note: potency is the fitted concentration of half-maximal effect
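Reporter cells (U2OS, ubiquitin-G76V-GFP fusion) are plated overnight, then treated 4 hr at 37 °C with compound titrations from 46 uM down to 2.9 nM. Activity is scaled against untreated cells and 10 uM MG-132.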
Casp1 inh: allosteric or competitive inhibitors of human caspase-1 | Potency, µM (top dose mostly 57.5 µM), for the others: at the highest dose activity change, negative = inhibition, hits mostly inhibitors | P29466 | hit rate 0.03% among 75,000 | AID 900 | Caspase-1 enzyme, Ac-WEHD-AFC fluorogenic rate;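 note: potency is the fitted concentration of half-maximal effect; plate controls were vehicle for no effect and no substrate for full effect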
USP2a inhib: USP2a (human) protease inhibition; O75604; Potency, µM (doses to about 38.3 µM), for the others: at the highest dose activity change, negative = inhibition, usual class: inhibitors; USP2a enzymatic assay, qHTS inhibition; hit rate 0.1% among 60,000;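 note: potency is the fitted concentration of half-maximal effect; nearly all actives have a fitted effect of over 60% in size; plate controls were DMSO for no effect and NEM full inhibition control for full effect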
Target sequence (O75604 whole entry, looked up): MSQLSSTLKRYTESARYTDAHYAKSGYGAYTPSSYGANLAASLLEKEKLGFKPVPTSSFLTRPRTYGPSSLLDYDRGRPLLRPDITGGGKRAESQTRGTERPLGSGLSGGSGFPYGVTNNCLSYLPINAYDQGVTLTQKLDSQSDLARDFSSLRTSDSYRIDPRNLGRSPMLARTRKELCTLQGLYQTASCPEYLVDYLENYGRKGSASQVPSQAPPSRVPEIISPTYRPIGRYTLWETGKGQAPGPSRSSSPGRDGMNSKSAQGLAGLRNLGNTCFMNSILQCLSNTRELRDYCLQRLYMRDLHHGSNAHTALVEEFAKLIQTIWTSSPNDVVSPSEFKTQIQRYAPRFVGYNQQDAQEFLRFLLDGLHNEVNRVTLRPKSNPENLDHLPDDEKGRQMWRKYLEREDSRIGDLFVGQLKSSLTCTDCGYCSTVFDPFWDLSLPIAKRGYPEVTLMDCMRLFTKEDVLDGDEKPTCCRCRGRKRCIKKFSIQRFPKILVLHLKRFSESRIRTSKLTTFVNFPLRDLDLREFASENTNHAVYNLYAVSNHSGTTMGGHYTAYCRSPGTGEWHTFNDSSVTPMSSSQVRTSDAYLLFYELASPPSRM
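Coupled readout: USP2-cleaved Ub-PLA2 (20nM final) turns over NBD C6-HPC (20uM final), Ex 460nm/Em 535nm after 2.5 h, time-zero read flagging artifacts. Enzyme (20nM final, pH 8.0 Tris) given 30 min RT with compound first; NEM defines full inhibition.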
BRCT inh green: inhibitors of human BRCA1 BRCT-phosphoprotein interaction (green fluorophore) | P38398 | BRCA1 BRCT-phosphopeptide binding, green fluorescence polarization | Potency, µM (highest dose often 76.9 µM), for the others: at the top dose activity change, negative = inhibition, most hits filed as inhibitors | hit rate 0.05% among 75,000;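 note: potency is the fitted concentration of half-maximal effect; plate controls were peptide without protein for full effect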
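Fluorescence polarization: His-tagged BRCT (~35 kDa BRCA1 C-terminus, 250 nM) bound to 100 nM fluorescein-labeled phosphorylated 10-aa BACH1 peptide, pH 7.3 phosphate buffer with DTT and Tween 20. Compounds incubated 12 min at room temperature; inhibition read as lowered polarization.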
GFP derepression: epigenetic GFP locus derepression in mouse cells; mouse C127i GFP locus derepression, cytometry, 30 h; Potency, µM (top dose mostly 46.1 µM), for inactives: at the highest dose GFP derepression (activation); hit rate 0.09% among 68,000; note: % of control where 0% means no effect
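Derepression screen: silenced CMV-GFP reporter in murine C127i cells, 30 h compound incubation at 37 C, washed cells imaged by laser-scanning cytometer to enumerate GFP-expressing objects of 20 to 120 um.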
Fluorescein fluor: fluorescein region autofluorescence. max fluorescein-equivalent concentration, M. Compound autofluorescence, 480/540 nm, fluorescein-equivalent; hits give high values. AID 593. hit rate 0.91% among 59,000; in the data active = max fluorescein-equivalent concentration above about 10 nM; inconclusive = between about 1.1 nM and that limit
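Fluorescein stocks ranging 3 mM down to 300 nM, plus DMSO blanks, were pinned alongside compounds to build a per-plate standard curve. Buffer: 100 mM Tris, pH 8.0. Incubation 15 min, room temperature; filters 480/540 nm.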
BRCT PPI red: BRCT-phosphoprotein interaction inhibition (red fluorophore); BRCT-phosphopeptide binding, red fluorescence polarization; Potency, µM (series often up to 76.9 µM), inactives show at the highest dose activity change, negative = inhibition, actives largely listed as inhibitors; hit rate 0.03% among 75,000; note: % is set by controls: 0 for no effect and ±100 for the full control effect
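Rhodamine-labelled pBACH1 10-mer (100 nM) bound to BRCT domain (100 nM) at pH 7.3; compounds incubated 12 min room temperature, polarization read. Free peptide defines full inhibition; unlabelled decapeptide titrated as control.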
Casp7 inh: allosteric or competitive inhibitors of human caspase-7; recombinant caspase-7, Ac-DEVD-AFC fluorescence rate; P55210; hit rate 0.02% among 75,000; AID 889; Potency, µM (series often up to 57.5 µM), for the others: at the highest dose activity change, negative = inhibition, hits mostly inhibitors; active = well fitted inhibition curve with a large enough effect in the main read-out, with a control signal flat, not every such curve was filed as active; inconclusive = small, poorly fitted or top-dose-only effect, or a change in a side signal; note: potency is the fitted concentration of half-maximal effect; % of control where 0% means no effect
Target sequence (P55210 24-198 limits assumed): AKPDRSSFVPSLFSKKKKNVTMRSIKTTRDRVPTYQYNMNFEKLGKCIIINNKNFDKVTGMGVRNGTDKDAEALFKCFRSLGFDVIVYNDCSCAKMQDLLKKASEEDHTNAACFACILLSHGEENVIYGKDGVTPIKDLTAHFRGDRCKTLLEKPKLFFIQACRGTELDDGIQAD
Target sequence (P55210 207-303 limits assumed): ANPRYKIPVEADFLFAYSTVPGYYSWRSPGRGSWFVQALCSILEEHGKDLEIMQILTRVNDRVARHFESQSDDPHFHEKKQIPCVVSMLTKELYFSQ
4-MU autofl: 4-MU region autofluorescence; compound autofluorescence, 340/450 nm, 4-MU equivalents; hits give high values; max dye-equivalent concentration, M; hit rate 11% among 59,000; AID 589; in the data active = max dye-equivalent concentration above about 10 nM; inconclusive = mostly about 1.1 nM to 9.6 nM
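Compounds in 100 mM Tris, pH 8.0, incubated 15 min at room temperature, then fluorescence read at 340 nm excitation/450 nm emission. Signal converted to 4-MU dye-equivalent concentration using an on-plate six-point 4-MU standard curve.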
HEK293 cAMP ctrl: parental HEK293 cAMP activation (counter-screen). parental HEK293 CNG cAMP sensor, membrane potential fluorescence. hit rate 2.5% among 73,000. Potency, µM (doses to about 57.1 µM), inactives show at the top dose activation, hits mostly activators; note: potency is the fitted concentration of half-maximal effect; % of control where 0% means no effect; nearly all actives have a fitted effect of over 55% in size
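Parental HEK 293 cells stably expressing a modified CNG channel (no TSHR) report cAMP rise as membrane depolarization. Membrane potential dye with 100 uM RO 20-1724 was loaded for 60 min at room temperature, then compound added for 30 min; fluorescence read at 590 nm.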
Starred values were filed as active, the others as inactive; i = inactive; u = inconclusive; x = no result given; [ ] = dose if it differs, or a comment. Unless noted, calls come from the whole dose curve; as a rule, active = well fitted curve in the direction sought with a large enough effect; inconclusive = small, poorly fitted or top-dose-only effect, or another doubt; inactive = no such curve, though single readings can be large; an effect the other way counts as inactive or inconclusive. An excerpt, so the mix of outcomes need not match the whole.

Order of results – A350 autofl	Ub-GFP proteasome	Casp1 inh	USP2a inhib	BRCT inh green	GFP derepression	Fluorescein fluor	BRCT PPI red	Casp7 inh	4-MU autofl	HEK293 cAMP ctrl
1: Cn1cc(C(=O)NCCc2ccccc2)c(=O)c2cc(S(=O)(=O)N3CCOCC3)ccc21
 : i	-3%	0%	9%	1.8%	3%	u	-0.4%	-1%	i	-1%
2: CCOC(=O)C1=C(C)N=C2SC(C)C(=O)N2C1/C=C/c1ccccc1OC (stereo not drawn)
 : i	25%	-5%	44%[activator]	0.3%	-2%	i	-1.0%	-1%	i	u
3: O=C(NCCCN1CCN(CCCNC(=O)c2ccc(F)cc2)CC1)c1ccc(F)cc1
 : i	-1%	0%	6%	1.4%	2%	i	1.2%	0%	i	5%
4: Cc1cc(Cl)cc(Cl)c1OCC(=O)NCc1ccco1
 : x	-5%[9.17 µM]	-2%	51%[activator][7.66 µM]	1.6%	-2%	x	-0.1%	-5%	x	-3%[11.4 µM]
5: CCOc1ccc(NC(=O)CCS(=O)(=O)c2ccc3c(c2)CCCN3C(C)=O)cc1
 : i	-2%	-1%	27%	-3.0%	4%	i	-3.4%	-1%	i	1%
6: O=C1CC(Nc2ccc(N3CCOCC3)cc2)C(=O)N1c1cccc(C(F)(F)F)c1 (stereo not drawn)
 : x	3%	-3%	x	-1.3%	x	x	-3.4%	2%	x	7%
7: COc1cccc2c(=O)n(CC(=O)N3CCCc4ccccc43)ccc12
 : x	3%	-3%	x	-1.6%	x	x	-1.2%	-1%	x	8%
8: COc1ccc(CCNC(=O)CCSc2nc(-c3ccco3)cc(C(F)(F)F)n2)cc1OC
 : i	2%	-3%	40%[activator]	3.8%	0%	u	0.2%	-3%	i	u
9: O=C(c1cccs1)N(Cc1ccco1)C1CCS(=O)(=O)C1 (stereo not drawn)
 : i	x	0%	-4%	-2.0%	3%	i	-0.4%	-1%	i	1%
10: COP(=O)(OC)OC(c1ccc(Cl)cc1)P(=O)(OC)OC (stereo not drawn)
 : x	x	-10%	x	-2.1%	x	x	0.1%	0%	x	3%
11: Cc1cccc(N=C2NC(=O)/C(=C3/C(=O)N(C)c4ccccc43)S2)c1C
 : x	6%	0%	9%	-3.4%	8%	x	-1.3%	3%	x	-21%
12: CC(=O)N1CCN(c2ccc(NCc3ccc(C)s3)cc2)CC1
 : x	9%	-2%	x	-2.2%	x	x	1.5%	-2%	x	-5%
13: Cc1ccc2[nH]c(=O)c(CN(Cc3ccco3)C(=O)c3cccs3)cc2c1
 : i	-5%	2%	3%	-0.3%	-1%	i	-0.3%	0%	i	25%
14: O=C(Nc1ccc2c(c1)OCCO2)NC1CCCCC1
 : x	-2%[9.17 µM]	-2%	4%[7.66 µM]	0.0%	2%	x	-1.6%	-1%	x	21%[11.4 µM]
15: N#Cc1nc(-c2ccccc2F)oc1NC1CCCCC1
 : x	-1%	-2%	x	-5.5%	x	x	-3.9%	0%	x	u
16: COc1ccccc1NC(=O)CSc1nnnn1Cc1ccccc1
 : i	1%	0%	2%	-0.3%	0%	i	-1.4%	-1%	i	14%
17: CCOC(=O)N1CCN(C(=O)Cc2ccc(C)cc2)CC1
 : i	-2%	0%	-3%	1.6%	0%	u	1.4%	1%	i	3%
18: C=Cc1ccccc1C=C
 : x	x	-1%	x	-2.1%	x	x	0.9%	0%	x	-1%
19: COCCN1C(=O)C(O)=C(C(C)=O)C1c1ccc(OC)c(OC)c1 (stereo not drawn)
 : i	0%	2%	-5%	0.5%	-1%	i	-3.0%	-1%	i	-7%
20: Cc1nc2sc3c(c2c2nc(-c4ccco4)nn12)CCCC3
 : i	-5%	2%	6%	-1.5%	4%	i	0.4%	0%	i	32µM*
21: COc1cc(Cl)cc(C#N)c1OCC(=O)O
 : i	0%	2%	-10%	-0.8%	3%	u	-0.2%	-2%	i	10%
22: O=C(NC(NC1CCS(=O)(=O)C1)C(=O)c1cccs1)c1ccccc1 (stereo not drawn)
 : i	3%	-1%	x	-0.6%	-3%	i	0.8%	2%	i	7%
23: O=c1c2cnn(-c3ccccc3)c2nc(-c2ccco2)n1-c1ccccc1
 : x	-8%	-3%	16%	2.2%	-2%	x	-1.0%	-2%	x	20µM*
24: COc1cccc(C(=O)c2cc3ccc(O)cc3oc2=O)c1
 : u	x	-13%	-1%	-1.0%	-2%	i	-0.8%	-11%	u	4%
25: O=C(Oc1ccccc1)N1CCC2(CCCN(c3ccc(-c4ccccc4)cc3)C2)CC1
 : i	5%	-3%	148%[activator]	13%	0%[9.22 µM]	i	2.0%	-2%	i	7%
26: COc1ccc(OCC(=O)N2CCN(c3cccc(C(F)(F)F)c3)CC2)cc1
 : i	-1%	-1%	10%	0.8%	1%	u	-1.3%	-4%	i	u
27: COC(=O)N1CCC2(CCN(Cc3cc(C(F)(F)F)cc(C(F)(F)F)c3)CC2)CC1
 : i	2%	-5%	18%	-1.3%	-2%[9.22 µM]	i	-0.4%	-1%	i	u
28: O=c1c(O)c(-c2ccccc2)oc2cccc(O)c12
 : x	x	-1%	51%[activator]	-3.9%	x	x	1.8%	-2%	x	x
29: CCOC(=O)C1CCN(C(=O)c2cc3cc4cc(OC)ccc4nc3o2)CC1
 : 1.6e-07M*	-7%	-3%	11%	0.1%	-2%	i	-4.2%	-1%	1.7e-07M*	14%
30: O=C1OCCC1Sc1nnc(-c2cccs2)n1Cc1ccccc1 (stereo not drawn)
 : u	4%	-1%	7%	0.9%	0%	i	-1.9%	-2%	i	4%
31: CCOC(=O)Cn1cc(C(=O)c2ccco2)c2ccccc21
 : u	1%	-2%	10%	0.0%	0%	i	-0.2%	1%	i	u
32: Cn1c(=O)c2c(nc(NCCCO)n2CCc2ccccc2)n(C)c1=O
 : i	-3%	2%	4%	0.4%	0%	i	-0.3%	0%	i	1%
33: CC1CCCC(C)N1CCNC(=O)C1CCN(S(=O)(=O)N2CCCCC2)CC1 (stereo not drawn)
 : i	3%	1%	6%	-2.4%	4%	i	0.5%	-2%	i	9%
34: CCC(C)(C)n1nnnc1C(C(C)C)N1CCSCC1 (stereo not drawn)
 : i	-5%	4%	11%	-0.2%	0%	i	-1.0%	-3%	i	6.3µM*
35: Cc1nc(C(C)(C)O)n(-c2ccccc2)n1
 : i	-5%	-2%	13%	-0.6%	0%	i	0.6%	-1%	i	9%
36: COc1cc2c(cc1OC)CN(C(=O)COc1ccc(C)c(C)c1)CC2
 : i	3%	-1%	0%	-1.6%	11%	i	0.7%	0%	i	1%
37: Cn1c(=O)c2[nH]c([C@@H]3CC(=O)C[C@H](c4nc5c([nH]4)c(=O)n(C)c(=O)n5C)N3)nc2n(C)c1=O
 : u	2%[9.17 µM]	-2%[11.5 µM]	x	-0.8%[15.4 µM]	-2%[9.22 µM]	i	0.8%[15.4 µM]	-3%[11.5 µM]	u	13%[11.4 µM]
38: Cc1ccc(C2C(C(=O)c3cccs3)=C(O)C(=O)N2CCN2CCOCC2)o1 (stereo not drawn)
 : i	3%	-4%	-3%	-0.3%	5%	u	-1.0%	-3%	i	3%
39: COc1cccc(NS(=O)(=O)c2ccc(Br)s2)c1
 : i	-20%	-1%	11%	1.4%	-1%	i	0.3%	-3%	i	-4%
40: O/N=C1\CC/C(=N\O)c2nn(-c3ccc(Cl)cc3Cl)nc21
 : i	-3%	1%	7%	0.5%	2%	i	-0.6%	1%	i	9%
41: Cc1ccc(S(=O)(=O)N(C)CCCC(=O)N2CCN(C=O)CC2)cc1
 : i	7%	3%	11%	-0.6%	-3%	i	0.3%	1%	i	3%
42: Cc1noc(NS(=O)(=O)c2ccc(NC(=O)CCC3CCCCC3)cc2)c1C
 : i	-5%	1%	8%	-0.9%	-6%	i	0.0%	-2%	i	14%
43: CCCN(CCC)c1ncnc2nc[nH]c12
 : x	-4%	1%	x	-1.2%	x	x	-0.9%	2%	x	8%
44: COC(=O)c1c[nH]n2c(=O)c(Cc3ccc(F)cc3Cl)c(C)nc12
 : i	-3%	-2%	13%	-1.5%	0%	i	-1.2%	0%	i	11%
45: COc1ccc(-c2ccc(Nc3ccc(S(=O)(=O)N4CCCC4)cc3)nn2)cc1OC
 : i	-1%	-5%	42%[activator]	0.2%	0%	i	0.9%	-1%	i	-8%
46: CC1CCN(C(=O)c2cc(-c3ccccc3O)on2)CC1
 : x	-3%	-1%	x	-0.3%	-11%	x	0.1%	-1%	x	16%
47: CCCCn1c(=O)n(Cc2cccc(F)c2)c(=O)c2c1ncn2Cc1ccco1
 : i	-1%	-7%	-7%	3.7%	-1%	u	0.7%	-4%	i	16%

One compound at a time (already shown). Order of values: A350 autofl	Ub-GFP proteasome	Casp1 inh	USP2a inhib	BRCT inh green	GFP derepression	Fluorescein fluor	BRCT PPI red	Casp7 inh	4-MU autofl	HEK293 cAMP ctrl
Cc1noc(NS(=O)(=O)c2ccc(NC(=O)CCC3CCCCC3)cc2)c1C is listed as i	-5%	1%	8%	-0.9%	-6%	i	0.0%	-2%	i	14%
COc1cccc(NS(=O)(=O)c2ccc(Br)s2)c1 is listed as i	-20%	-1%	11%	1.4%	-1%	i	0.3%	-3%	i	-4%
